STK33 inh = inhibitors of human STK33 kinase. Q9BYT3. ADP-Glo luminescence, MBP substrate. inhibition, % at 12.5 µM. 0.44% of 27,000 active; in the data active = inhibition above about 20%
Target sequence (Q9BYT3 whole entry, looked up): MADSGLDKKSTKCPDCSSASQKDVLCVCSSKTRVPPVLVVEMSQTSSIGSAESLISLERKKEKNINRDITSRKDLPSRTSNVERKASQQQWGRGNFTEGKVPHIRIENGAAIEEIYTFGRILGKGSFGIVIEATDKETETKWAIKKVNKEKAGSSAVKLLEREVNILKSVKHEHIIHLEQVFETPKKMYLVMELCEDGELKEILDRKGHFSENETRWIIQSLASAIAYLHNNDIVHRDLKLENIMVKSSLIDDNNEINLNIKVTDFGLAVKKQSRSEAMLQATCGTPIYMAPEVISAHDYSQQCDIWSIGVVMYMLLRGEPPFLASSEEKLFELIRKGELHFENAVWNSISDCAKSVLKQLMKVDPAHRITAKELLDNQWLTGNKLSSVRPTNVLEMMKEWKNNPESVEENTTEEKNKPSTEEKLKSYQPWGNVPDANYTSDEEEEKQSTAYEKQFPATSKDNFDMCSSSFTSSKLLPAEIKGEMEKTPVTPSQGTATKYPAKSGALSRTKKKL
p53 PUMA act = mutant p53 pathway reactivation; activation, % at 9.98 µM; SW480 PUMA-promoter luciferase; 1.5% of 28,000 active; in the data active = activation above about 52%
* marks the source's active call; other numbers are inactive results. The list is partial; the hit share may differ from the screen's.

What do the screens show for `C[C@@H]1CN([C@H](C)CO)C(=O)c2cc(NC(=O)Cc3ccccc3)ccc2O[C@H]1CN(C)Cc1ccc(-c2ccccc2)cc1`?
STK33 inh: 1.5

How did CCN(CC)CCNc1ncnc2c1sc1nc(N3CCCC3)c3c(c12)CC(C)(C)OC3 do in these assays?
STK33 inh: 0.1; p53 PUMA act: -9.2

How did Cc1ccc(S(=O)(=O)Nc2ccc3c(c2)C(=O)N([C@H](C)CO)C[C@H](C)[C@H](CN(C)C(=O)Nc2cccc4ccccc24)OCCCC[C@@H](C)O3)cc1 do in these assays?
STK33 inh: 5.1

How did C[C@H](CO)N1C[C@H](C)[C@H](CN(C)S(=O)(=O)c2ccccc2)OCCCC[C@H](C)Oc2ccc(NC(=O)Nc3ccccc3)cc2C1=O do in these assays?
p53 PUMA act: -38.1

What do the screens show for `Cc1noc(C)c1NC(=O)Nc1ccc2c(c1)CC(=O)N([C@@H](C)CO)C[C@H](C)[C@H](CN(C)C(=O)NC(C)C)O2`?
STK33 inh: 0.7; p53 PUMA act: 7.3

What do the screens show for `C[C@H](CO)N1C[C@H](C)[C@@H](CN(C)S(=O)(=O)c2ccccc2)Oc2ncc(C#CC3(O)CCCC3)cc2C1=O`?
p53 PUMA act: -9.1

Results for CNC[C@H]1Oc2ccc(NS(=O)(=O)c3ccc(C)cc3)cc2CC(=O)N([C@@H](C)CO)C[C@@H]1C ?
STK33 inh: 1.4

How did C[C@H]1CN([C@@H](C)CO)C(=O)CCCn2cc(nn2)CO[C@H]1CN(C)C(=O)Nc1cccc(Oc2ccccn2)c1 do in these assays?
STK33 inh: -1.9; p53 PUMA act: 9.1

Results for C[C@@H]1CCCCO[C@H](CN(C)Cc2ccccc2)[C@H](C)CN([C@H](C)CO)C(=O)c2cc(NC(=O)Nc3ccc4c(c3)OCO4)ccc2O1 ?
p53 PUMA act: -20.0

What do the screens show for `C[C@H](CO)N1C[C@H](C)[C@H](CN(C)Cc2ccccc2)Oc2ccc(NC(=O)CCN3CCOCC3)cc2CC1=O`?
STK33 inh: -2.1

How did Cc1ccc(S(=O)(=O)Nc2ccc3c(c2)CC(=O)N([C@@H](C)CO)C[C@H](C)[C@H](CN(C)C(=O)Nc2cccc4ccccc24)O3)cc1 do in these assays?
STK33 inh: 1.1

What do the screens show for `COc1ccc(NC(=O)c2ccco2)cc1NC(=O)c1cc(OC)c(OC)c(OC)c1`?
STK33 inh: 2.6; p53 PUMA act: 23.0

Results for C[C@@H]1CN([C@H](C)CO)C(=O)Cc2cc(NC(=O)C3CC3)ccc2O[C@H]1CN(C)C(=O)Nc1ccc(C(F)(F)F)cc1 ?
STK33 inh: -2.2

Results for CC(NS(=O)(=O)c1ccccc1)C(=O)Nc1ccc(Oc2ccccc2)cc1 (configuration not stated) ?
STK33 inh: -5.6; p53 PUMA act: -20.8

Results for COC(=O)COc1ccc2c(=O)c(Oc3cnn(-c4ccccc4)c3)c(C(F)(F)F)oc2c1C ?
STK33 inh: 2.0; p53 PUMA act: -14.8

What do the screens show for `COC(=O)c1c(C)[nH]c(C)c1C(=O)c1ccccc1Cc1ccccc1`?
STK33 inh: 2.7

How did C[C@H]1CN([C@@H](C)CO)C(=O)CCCn2cc(nn2)CO[C@@H]1CN(C)S(=O)(=O)c1ccc(-c2ccccc2)cc1 do in these assays?
STK33 inh: -9.5

How did C[C@@H]1CCCCO[C@@H](CN(C)Cc2ccc(C(F)(F)F)cc2)[C@@H](C)CN([C@H](C)CO)C(=O)c2cc(NC(=O)Nc3ccc4c(c3)OCO4)ccc2O1 do in these assays?
STK33 inh: -5.5

How did COc1ccc(S(=O)(=O)N(C)C[C@@H]2Oc3ccc(NC(=O)NC4CCCCC4)cc3C(=O)N([C@H](C)CO)C[C@H]2C)cc1 do in these assays?
STK33 inh: -0.9

How did COc1ccc(-c2nc(SCc3cc(Cl)ccc3OC)n[nH]2)cc1 do in these assays?
STK33 inh: -1.8; p53 PUMA act: -35.2

Results for C[C@@H]1CN([C@H](C)CO)C(=O)c2cc(NS(C)(=O)=O)ccc2O[C@@H](C)CCCCO[C@H]1CN(C)C(=O)Nc1ccc(C(F)(F)F)cc1 ?
p53 PUMA act: -15.8

Results for CCCCC1(COC(=O)Nc2cccc(Cl)c2)C(=O)N(c2ccccc2)N(c2ccccc2)C1=O ?
STK33 inh: -2.2

How did C[C@@H](NC(=O)C[C@H]1C[C@H]2c3cc(NC(=O)C4CCOCC4)ccc3O[C@H]2[C@H](CO)O1)c1ccccc1 do in these assays?
p53 PUMA act: -2.0

What do the screens show for `C[C@@H]1CCCCO[C@H](CN(C)Cc2ccccc2)[C@@H](C)CN([C@H](C)CO)C(=O)c2cc(NC(=O)Nc3ccc(C(F)(F)F)cc3)ccc2O1`?
STK33 inh: 5.1

How did COc1ccc(S(=O)(=O)N(C)C[C@@H]2Oc3c(NS(=O)(=O)c4c(C)noc4C)cccc3C(=O)N([C@H](C)CO)C[C@@H]2C)cc1 do in these assays?
p53 PUMA act: -7.4

What do the screens show for `C[C@H](CO)N1C[C@H](C)[C@H](CN(C)Cc2ccc3c(c2)OCO3)Oc2ccc(NC(=O)NC3CCCCC3)cc2CC1=O`?
STK33 inh: 2.0; p53 PUMA act: 13.1

What do the screens show for `Cc1ccc2nsnc2c1S(=O)(=O)N1CCN(CCc2ccccc2)CC1`?
STK33 inh: -1.2; p53 PUMA act: -1.0

How did C[C@@H]1CN([C@@H](C)CO)C(=O)Cc2cc(NS(=O)(=O)c3ccc(F)cc3)ccc2O[C@@H]1CN(C)CC1CCCCC1 do in these assays?
STK33 inh: -3.3

How did COCC#Cc1cnc2c(c1)C(=O)N([C@@H](C)CO)C[C@@H](C)[C@H](CN(C)C(=O)Cc1ccccc1)O2 do in these assays?
p53 PUMA act: 9.3

What do the screens show for `CCCc1cc(=O)[nH]c(SCC(=O)Nc2ccc3c(c2)OCCO3)n1`?
STK33 inh: -1.6; p53 PUMA act: -0.7

Results for C[C@H]1CN([C@@H](C)CO)S(=O)(=O)c2ccc(C#CCN(C)C)cc2O[C@H]1CN(C)Cc1ccc(F)cc1 ?
p53 PUMA act: 0.8

What do the screens show for `COc1ccc(CN(C)C[C@H]2Oc3ccc(NS(=O)(=O)c4ccc(Cl)cc4)cc3CC(=O)N([C@H](C)CO)C[C@@H]2C)cc1`?
p53 PUMA act: 0.9

Results for C[C@H]1CCCCO[C@@H](CN(C)C(=O)Cc2ccccc2)[C@@H](C)CN([C@@H](C)CO)C(=O)c2cc(NS(C)(=O)=O)ccc2O1 ?
p53 PUMA act: -2.6

Results for Cc1ccc([N+](=O)[O-])cc1NC(=O)CN(C)S(=O)(=O)c1ccc(Cl)cc1 ?
STK33 inh: 1.2; p53 PUMA act: -5.8

What do the screens show for `C[C@@H]1CN([C@@H](C)CO)C(=O)CCCn2cc(nn2)CO[C@H]1CN(C)C(=O)Cc1ccccc1`?
STK33 inh: -4.8; p53 PUMA act: -7.6

Results for COc1ccc(CN(C)C[C@H]2Oc3ccc(NC(=O)Cc4ccccc4)cc3C(=O)N([C@@H](C)CO)C[C@H]2C)cc1 ?
p53 PUMA act: 1.0

What do the screens show for `O=c1c2ccccc2nc(CSc2nnc(-c3ccco3)n2-c2ccccc2)n1-c1ccccc1Cl`?
STK33 inh: 0.7; p53 PUMA act: -14.8

What do the screens show for `COC(=O)c1c(NC(=O)c2ccccc2N(C)S(C)(=O)=O)sc2c1CCCC2`?
STK33 inh: 1.7; p53 PUMA act: 9.6

How did C[C@H]1CN([C@@H](C)CO)C(=O)Cc2cc(NC(=O)Nc3ccc(C(F)(F)F)cc3)ccc2O[C@@H]1CN(C)CC1CC1 do in these assays?
p53 PUMA act: -4.7

What do the screens show for `COc1cc(NC(=S)NCc2cccnc2)c(OC)cc1Cl`?
STK33 inh: -2.0; p53 PUMA act: -8.1

How did C[C@@H]1CN([C@H](C)CO)C(=O)c2cc(NS(C)(=O)=O)ccc2O[C@@H](C)CCCCO[C@@H]1CN(C)C(=O)Cc1ccccc1 do in these assays?
p53 PUMA act: 1.1

What do the screens show for `CN(Cc1nc(-c2ccncc2)no1)S(=O)(=O)c1ccccc1`?
STK33 inh: -1.2; p53 PUMA act: 1.0

What do the screens show for `Cc1ccc(-c2nc3ccccc3s2)cc1NC(=O)COc1ccc(Cl)cc1`?
STK33 inh: 0.7; p53 PUMA act: 2.2

What do the screens show for `CC(=O)OC[C@H]1O[C@@H](Oc2ccccc2COC(=O)C2(O)C=CCCC2=O)[C@H](OC(C)=O)[C@@H](O)[C@@H]1O` (some centres not stated)?
STK33 inh: -1.9

What do the screens show for `CC(C)(C)NC(=O)c1cccc(NC(=O)COc2ccc3ccccc3c2)c1`?
STK33 inh: 8.6; p53 PUMA act: 2.1

How did CNC[C@@H]1OCCCC[C@H](C)Oc2ccc(NS(=O)(=O)c3ccc(OC)cc3)cc2C(=O)N([C@H](C)CO)C[C@@H]1C do in these assays?
p53 PUMA act: 5.4

Results for CCCN(C)C[C@@H]1OCCCC[C@@H](C)Oc2ccc(NS(=O)(=O)c3c(C)noc3C)cc2C(=O)N([C@H](C)CO)C[C@@H]1C ?
STK33 inh: -14.2

What do the screens show for `Cc1cc(OCC(=O)Nc2ccccc2C(=O)N2CCCCC2)c(C)cc1Br`?
STK33 inh: -1.7; p53 PUMA act: -3.5

What do the screens show for `COc1cc2cc3c4cc(OC)c(OC)cc4cc[n+]3c(C)c2cc1OC`?
STK33 inh: -1.3

How did Cn1c(=O)c2[nH]c(C3CCCC3)nc2n(C)c1=O do in these assays?
STK33 inh: 1.7

How did CN(c1cccc(NS(=O)(=O)c2ccc3c(c2)OCCO3)c1)S(C)(=O)=O do in these assays?
STK33 inh: -1.3; p53 PUMA act: -27.0

Results for Cc1c(C#N)c2ccccc2n1CC(=O)NCCc1c[nH]c2ccccc12 ?
STK33 inh: 3.0; p53 PUMA act: -1.2

What do the screens show for `COc1ccc(S(=O)(=O)N(C)C[C@H]2Oc3ccc(NS(=O)(=O)c4ccc(F)cc4)cc3CC(=O)N([C@@H](C)CO)C[C@@H]2C)cc1`?
STK33 inh: 2.4

What do the screens show for `CCCCC(=O)Oc1ccccc1C(=O)O`?
p53 PUMA act: 5.8

Results for CC[C@]12CCCN3CCc4c(n(c5ccccc45)C(=O)C1)[C@@H]32 ?
STK33 inh: -0.8; p53 PUMA act: -0.3

How did C[C@@H]1CN([C@@H](C)CO)S(=O)(=O)c2ccc(C#CCC3CCCC3)cc2O[C@H]1CN(C)C(=O)c1cnccn1 do in these assays?
p53 PUMA act: -8.5

What do the screens show for `COc1ccc(S(=O)(=O)N(C)C[C@@H]2Oc3ccc(NC(=O)CCCN(C)C)cc3C(=O)N([C@@H](C)CO)C[C@@H]2C)cc1`?
p53 PUMA act: -3.4

Results for O=S(=O)(NC1CCN(Cc2cccc(OCCO)c2)CC1)c1ccc(Cl)cc1 ?
STK33 inh: 0.6

Results for O=C1O[C@H](c2ccccc2)[C@H](c2ccccc2)N2[C@H]1[C@@H](C(=O)N1CCCCCCC1)[C@]1(C(=O)Nc3ccccc31)[C@H]2c1ccccc1OCCO ?
STK33 inh: 11.8

Results for CNC[C@@H]1Oc2c(NC(=O)NC3CCCCC3)cccc2C(=O)N([C@H](C)CO)C[C@H]1C ?
p53 PUMA act: 6.0

What do the screens show for `C[C@@H]1CN([C@H](C)CO)C(=O)c2cc(NC(=O)c3ccncc3)ccc2O[C@@H](C)CCCCO[C@H]1CN(C)Cc1ccc(C(=O)O)cc1`?
p53 PUMA act: 9.2

Results for CSc1ccccc1NC(=O)CN(C)S(=O)(=O)c1c(C)cc(C)cc1C ?
STK33 inh: -3.3; p53 PUMA act: -8.3

What do the screens show for `CCc1cc(C(=O)OC)c(NC(=S)Nc2cn(CC)nc2C(N)=O)s1`?
STK33 inh: -0.9; p53 PUMA act: -3.6

How did CC(C)C#Cc1cnc2c(c1)C(=O)N([C@H](C)CO)C[C@@H](C)[C@H](CN(C)Cc1ccccc1F)O2 do in these assays?
p53 PUMA act: 7.9

Results for Cc1ccc(S(=O)(=O)N(C)C[C@H]2Oc3ccc(NC(=O)NC4CCCCC4)cc3C(=O)N([C@@H](C)CO)C[C@@H]2C)cc1 ?
STK33 inh: -1.1

How did COC(=O)COc1c(Sc2ccc([N+](=O)[O-])cc2)c(C)nn1-c1ccccc1 do in these assays?
STK33 inh: 1.7; p53 PUMA act: -15.7

How did COc1cc(CC(CO)C(CO)Cc2ccc(O)c(OC)c2)ccc1O (configuration not stated) do in these assays?
STK33 inh: -0.7; p53 PUMA act: 4.2

What do the screens show for `CC(C)COC(=O)N(C)C[C@H]1OCc2cn(nn2)CCCC(=O)N([C@@H](C)CO)C[C@H]1C`?
STK33 inh: -0.8

What do the screens show for `C[C@H](CO)N1C[C@H](C)[C@@H](CN(C)C(=O)C2CCOCC2)Oc2cc(-c3ccc(F)cc3)ccc2S1(=O)=O`?
p53 PUMA act: 21.0
